Assay outcomes: PubChem BioAssay, National Center for Advancing Translational Sciences (NCATS)
GAA glycogen: qHTS Assay for Inhibitors and Activators of Human alpha-Glucosidase Cleavage of Glycogen | Lysosomal alpha-glucosidase (Homo sapiens), P10253 | 0.38% of 300,000 active | Potency, µM (top dose mostly 76.4 µM), for inactives: at the highest dose activity change, negative = inhibition, actives largely listed as inhibitors | AID 2100, 2009 | recombinant GAA, glycogen substrate, Amplex Red glucose oxidase fluorescence; active = well fitted inhibition curve with a large enough effect; inconclusive = small, poorly fitted or top-dose-only effect, or another doubt; inactive = no such curve, though single readings can be large or run the other way;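 also: 0% = full enzyme reaction and -100% = no-enzyme basal signal; the screen sought inhibitors and activators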
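Natural-substrate format: glycogen cleavage by 4 nM human enzyme, glucose read by Amplex Red coupling (Ex 573, Em 610 nm). Normalized to enzyme and no-enzyme controls.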
An asterisk follows results filed as active; ? = inconclusive; [ ] = another dose, or the depositor's remark. Potency is read from the fitted curve at half-maximal effect. This is a subset. The share of hits here may be higher or lower than overall.

SMILES | GAA glycogen
COc1ccc(C(=O)N2N=C(c3cccc(NS(C)(=O)=O)c3)CC2c2cccs2)cc1 (stereo not given) | -1%
CS(=O)(=O)NN1C(=O)c2ccccc2NC1c1ccccc1F (stereo not given) | -1%
CCC(CC)c1nn2c(=O)cc(COc3ccc(NC(=O)c4cccc(C)c4)cc3)nc2s1 | -6%[76.3 µM]
CN(C)CCN(C)Cc1c2ccccc2c(CN(C)CCN(C)C)c2ccccc12 | 13%
CCC(=O)c1ccc(Oc2nc3c(c(=O)n(C)c(=O)n3C)n2CC)cc1 | 5%[76.3 µM]
O=C(CSCc1cc(=O)n2nc(C3CC3)sc2n1)Nc1ccc(F)cc1 | -5%[76.3 µM]
O=C(CN(C(=O)c1csnn1)c1cccc(Cl)c1)NC1CCCC1 | 3%
COc1ccc(Cl)cc1S(=O)(=O)Nc1ncn[nH]1 | -2%
COc1cccc(C(=O)NCCNC(=O)c2ccccn2)c1 | -24%
CCOc1ccc(C(=O)c2cn(Cc3cccc(OC)c3)c3cc4c(cc3c2=O)OCO4)cc1 | 14%[76.3 µM]
CN(C)CCCNc1cc(-c2ccccc2)nc2cc(-c3cccc(F)c3)nn12 | 1%[76.3 µM]
COc1cc(/C=C2\SC(N)=NC2=O)cc(Br)c1O | 0%[76.3 µM]
Cc1ccc(CC(SCc2ccccc2)C(=O)O)cc1C (stereo not given) | 0%
Cc1nn(C(C)(C)C)c(OC(=O)C(C)(C)C)c1Sc1ccccc1 | -14%[76.3 µM]
Fc1ccc(Nc2nc3nonc3nc2Nc2cccc(C(F)(F)F)c2)cc1 | 5%[76.3 µM]
CCCN(CCC)C(=O)c1cc(S(=O)(=O)N2CCCCC2)c[nH]1 | -7%[76.3 µM]
O=C(Cn1c(=O)n(Cc2ccco2)c(=O)c2cccnc21)Nc1ccccc1F | 13%[76.3 µM]
Cc1cc(C)n(-c2nc3ccccc3nc2Nc2cccc(C)c2C)n1 | -9%[76.3 µM]
Cc1cc(C)n(CCc2nc3c4ccccc4nc(N4CCN(c5ccccc5)CC4)n3n2)n1 | -1%[76.3 µM]
CCN(CC)S(=O)(=O)c1cc(C(=O)Nc2cc(C)[nH]n2)ccc1Cl | -2%
S=C(NCc1ccc(Cl)c(Cl)c1)NCc1ccco1 | -2%[76.3 µM]
COC(=O)c1ccc(NC(=O)CN2C(=O)CC(c3ccccc3)Sc3ccccc32)cc1 (stereo not given) | -2%[76.3 µM]
CCNC(=O)c1c(NC(=O)Cc2coc3cc(C)cc(C)c23)sc2c1CCCC2 | -1%[76.3 µM]
O=C(Nc1cccc(Cl)c1)N1Cc2ccccc2Oc2ncccc21 | 2%[76.3 µM]
O=C(N/C(=C\c1ccc2c(c1)OCO2)C(=O)N1CCOCC1)c1ccccc1Br | 1%[76.3 µM]
N#Cc1ccccc1S(=O)(=O)N1CCN(CC(O)COc2ccccc2F)CC1 (stereo not given) | -1%
Cc1ccc2c(C)c(C(=O)NCCN3CCOC3=O)oc2c1C | 3%[76.3 µM]
CCN1CCN(C(=O)c2ccc3c(c2)N(Cc2ccc(Cl)cc2)C(=O)c2ccccc2S3=O)CC1 (stereo not given) | -1%[76.3 µM]
CC(=O)N1CCc2nc3sc(C(=O)Nc4ccc(Cl)cc4F)c(N)c3c(C(F)(F)F)c2C1 | 1%[76.3 µM]
CCCN1C2CCCC1CC(NC(=O)c1cccc([N+](=O)[O-])c1)C2 (stereo not given) | 2%
COc1ccc(CCN2C(=O)N(c3ccccc3)C(=O)C2CC(=O)Nc2ccccc2)cc1 (stereo not given) | -20%[76.3 µM]
CC(=O)c1ccc(NC(=S)NC(=O)/C=C/c2ccco2)cc1 | 15%[76.3 µM]
CSc1nsc(SCC(=O)Nc2ccc(O)c(C(=O)O)c2)n1 | -2%[76.3 µM]
CCSc1nc(-c2ccccc2F)nc2c1Cc1c(CO)cnc(C)c1O2 | 18%[76.3 µM]
CC(C)N(C(=O)CN1CCC(c2nc3ccccc3[nH]2)CC1)C(C)C | -5%[76.3 µM]
COc1ccccc1CNS(=O)(=O)c1ccc(-n2cccn2)cc1 | 4%[76.3 µM]
COC(=O)Nc1ccc(N2CCOCC2)c(S(=O)(=O)N2CCOCC2)c1 | 0%[76.3 µM]
CCOC(=O)c1sc(NC(=O)c2nc3nc(C)cc(C(F)F)n3n2)c(C(=O)OC)c1C | -3%[76.3 µM]
COC(=O)CSc1nnc(NC(=O)C2CC(=O)N(c3ccc(F)cc3)C2)s1 (stereo not given) | -4%[76.3 µM]
CCOc1ccccc1CN1CCNC(=O)C1CC(=O)NC1CCCCC1 (stereo not given) | -6%[76.3 µM]
Cc1cccc(C)c1OCC(=O)NC1CC1 | -4%[76.3 µM]
CCCNC(=O)c1ccc(COc2ccc(C(C)(C)C)cc2)o1 | -28%
O=C(c1ccccc1Br)N1CCN(c2ncccn2)CC1 | -2%
Cc1nn(-c2ccccc2)c(C)c1C(=O)NCCc1ccc(Cl)cc1 | -9%[76.3 µM]
O=C(c1cc(S(=O)(=O)N2CCOCC2)ccc1Cl)N1CCc2ccccc2C1 | -5%[76.3 µM]
CCOC(=O)c1cccc2c1N[C@@H](c1ccc(F)cc1)[C@H]1CC=C[C@@H]21 | ?
CCN1C(=O)c2ccccc2S(=O)(=O)c2ccc(C(=O)NCc3ccc(F)cc3)cc21 | -12%[76.3 µM]
COc1cc(OC)cc(-n2c(=O)c3sccc3n(Cc3c(C)cc(C)cc3C)c2=O)c1 | 11%[76.3 µM]
COc1ccc(OC)c(CN2CCN(C(=O)c3ccc(F)cc3)CC2)c1 | 0%[76.3 µM]
O=C1[C@H]2[C@@H](C3CC3)N3C(=O)CN(Cc4ccccn4)C(=O)[C@@]3(Cc3ccccc3)[C@H]2C(=O)N1c1ccccc1 | 11%[76.3 µM]
CCOC(=O)c1ccc(NC(=O)c2cc3c(=O)n(C)c4ccccc4c3n2C)cc1 | 18%[76.3 µM]
O=C(NNC(=S)NCc1ccccc1)c1ccc(Br)cc1 | ?
CN(CC(=O)Nc1cc(Cl)cc(Cl)c1)Cc1cccs1 | -4%
COc1ccc(C(=O)C2CCCN(C(=O)c3ccc(F)cc3)C2)cc1OC (stereo not given) | -4%[76.3 µM]
CSCC[C@H](NC(=O)[C@@H]1Cc2ccccc2CN1)C(=O)NC1CCCC1 | -16%[76.3 µM]
O=[N+]([O-])c1ccc(Cl)c(C[n+]2cccc3ccccc32)c1 | 0%[76.3 µM]
CC1=C(C(=O)OCC2CCCCC2)C(c2ccc(Cl)cc2)CC(=O)N1 (stereo not given) | 10%[76.3 µM]
Cc1ccc(C)c(Cn2c3ccccc3c3cnn(CC(=O)NCCCc4ccccc4)c(=O)c32)c1 | -21%[76.3 µM]
COc1ccc(Br)c2c1-c1nc(NC(=O)c3ccccc3SC)sc1C2 | -5%[76.3 µM]
N#CC(C#N)=Cc1cnc(N2CCN(c3ccccc3)CC2)s1 | -3%

The list goes on.
SMILES | GAA glycogen
C/[N+]([O-])=C\c1cccc(OCCN2CCN(c3ncc(C(F)(F)F)cc3Cl)CC2)c1 | -1%
CC1=C(C(=O)Nc2cccnc2)C(c2ccc(Cl)cc2)n2nc(SCc3ccccc3)nc2N1 (stereo not given) | 25µM*
Cc1ccccc1OC1CCN(C(=O)c2cc(COc3ccccc3)on2)CC1 | -2%[76.3 µM]
O=[N+]([O-])c1ccc2nonc2c1Nc1cccc(F)c1 | 2%
CN=C(NC1CCCCC1)c1ccc([N+](=O)[O-])cc1 | 3%[76.3 µM]
CC1CCCN(C(=O)C2CCN(S(=O)(=O)c3cccc4nsnc34)CC2)C1 (stereo not given) | -2%[76.3 µM]
CCC(C)(C)NC(=O)CN(Cc1ccccc1)C(=O)CCC(=O)Nc1nccs1 | 2%
CC(C)Oc1ccc(CNC(=O)Nc2ccc3c(c2)N(C)C(=O)c2ccccc2S3)cc1 | -5%[76.3 µM]
Cc1cccc(NS(=O)(=O)c2ccc3c(c2)CCN3C(=O)C2CC2)c1C | -2%[76.3 µM]
Cc1cc(N2CCN(c3ccccc3)CC2)n2cnnc2n1 | -1%[76.3 µM]
CCc1ccc2c(c1)NC(c1cccs1)=NC(c1ccc(F)cc1)=N2 | 11%[76.3 µM]
COc1cc2c(cc1OC)C(c1ccc(Br)cc1)N(C(=O)c1ccccc1C(=O)O)CC2 (stereo not given) | 1%[76.3 µM]
Cc1ccccc1NC(=O)CSc1ccc(-c2cccnc2)nn1 | 1%[76.3 µM]
O=C(C1CCN(S(=O)(=O)c2ccc(Cl)cc2)CC1)N1CCCCCCC1 | 8%[76.3 µM]
CCCOc1ccc(C2c3c(oc4ccc(F)cc4c3=O)C(=O)N2CCc2ccc(OC)cc2)cc1 (stereo not given) | -3%[76.3 µM]
Cc1ccc2oc(=O)c3cnn(CC(=O)Nc4ccc(Br)cc4C)c3c2c1 | 6%[76.3 µM]
O=C(COC(=O)c1cc([N+](=O)[O-])ccc1N1CCOCC1)NCCc1ccccc1 | -7%[76.3 µM]
CC(NC(=O)c1cccc(OC2CCN(C(=O)C3CC3)CC2)c1)c1ccc(F)cc1 (stereo not given) | -7%[76.3 µM]
COc1ccccc1OCC(=O)N1CCN(C(=O)c2ccco2)CC1 | 3%[76.3 µM]
O=C(c1cc(F)cc(F)c1)N1CCC(c2nc(-c3ccc(S(=O)(=O)N4CCCC4)cc3)no2)CC1 | 10%[76.3 µM]
Cc1ccccc1C(=O)NC1CC2CCCC(C1)N2Cc1ccccc1 (stereo not given) | 2%[76.3 µM]
COc1ccc(C2=Nc3ccc(F)cc3NC(c3cccc(C(F)(F)F)c3)=N2)cc1 | -10%[76.3 µM]
CC(=O)Nc1ccc(N(CC(=O)NC2CCCCC2)C(=O)Cn2nnc(-c3ccccc3)n2)cc1 | -3%
COc1ccc(CCN2C(=O)N(c3ccc(C)cc3)C(=O)C2CC(=O)Nc2ccc(OC)cc2)cc1 (stereo not given) | -9%[76.3 µM]

Structural class, the compounds so far with a nitro group on carbon.
SMILES | GAA glycogen
CCCN1C2CCCC1CC(NC(=O)c1cccc([N+](=O)[O-])c1)C2 (stereo not given) | 2%
O=[N+]([O-])c1ccc(Cl)c(C[n+]2cccc3ccccc32)c1 | 0%[76.3 µM]
O=[N+]([O-])c1ccc2nonc2c1Nc1cccc(F)c1 | 2%
CN=C(NC1CCCCC1)c1ccc([N+](=O)[O-])cc1 | 3%[76.3 µM]
O=C(COC(=O)c1cc([N+](=O)[O-])ccc1N1CCOCC1)NCCc1ccccc1 | -7%[76.3 µM]

The listing picks up, repeating the four entries before the break.
SMILES | GAA glycogen
Cc1ccccc1C(=O)NC1CC2CCCC(C1)N2Cc1ccccc1 (stereo not given) | 2%[76.3 µM]
COc1ccc(C2=Nc3ccc(F)cc3NC(c3cccc(C(F)(F)F)c3)=N2)cc1 | -10%[76.3 µM]
CC(=O)Nc1ccc(N(CC(=O)NC2CCCCC2)C(=O)Cn2nnc(-c3ccccc3)n2)cc1 | -3%
COc1ccc(CCN2C(=O)N(c3ccc(C)cc3)C(=O)C2CC(=O)Nc2ccc(OC)cc2)cc1 (stereo not given) | -9%[76.3 µM]
CSc1ccc(CCNC(=O)Cn2nc(C)n3c(cc4sccc43)c2=O)cc1 | -12%[76.3 µM]
Nc1nc(SCC(=O)NCC2CCCO2)[nH]c(=O)c1NC(=O)c1ccc(F)c(F)c1 (stereo not given) | 2%[76.3 µM]
Nc1nc(NCCOCCO)nc(Nc2cccc(F)c2)c1[N+](=O)[O-] | -9%
COc1cc([N+](=O)[O-])ccc1NC(=S)Nn1cnnc1 | -2%[76.3 µM]
COc1ccc(N2CCN(C(=O)C(=O)c3c(C)[nH]c4ccccc34)CC2)cc1 | -5%[76.3 µM]
Cc1cc(Nc2cc(Cl)ccc2C)n2nc(-c3ccccc3)nc2n1 | -8%[76.3 µM]
CS(=O)(=O)N(CC(=O)N1CCN(Cc2ccccc2)CC1)c1cccc(Cl)c1 | 2%
COc1ccc(CN(CC(=O)NCc2ccc(F)cc2)C(=O)CCC(=O)Nc2nccs2)cc1 | 1%
Cc1cc(SCc2c(F)cccc2Cl)nc(=O)[nH]1 | 0%[76.3 µM]
COc1ccccc1OCCCCn1c(-c2ccc(Cl)cc2)nc2ccccc2c1=O | 4%[76.3 µM]
O=C(Cc1cccs1)Nc1ccccc1F | -8%
CCOC(=O)C1CCN(C(=O)CSc2c3c(nc4ccc(Cl)cc24)CCCC3)CC1 | 11%[76.3 µM]

Looked up by compound from above (2):
SMILES | GAA glycogen
CCOc1ccccc1CN1CCNC(=O)C1CC(=O)NC1CCCCC1 (stereo not given) | -6%[76.3 µM]
CC1=C(C(=O)OCC2CCCCC2)C(c2ccc(Cl)cc2)CC(=O)N1 (stereo not given) | 10%[76.3 µM]

(further entries)
SMILES | GAA glycogen
O=CN1CCN(C(=O)c2ccc(Br)o2)CC1 | -2%[76.3 µM]
Cc1cccc(C)c1OCc1cc(C(=O)N2CC3C[C@@H]4CC2C[C@H](C3)C4)no1 | -8%[76.3 µM]
Cc1ccccc1NC(=O)CSc1cn[nH]n1 | 0%
CC1CN(C(=S)Nc2ccc(Cl)cc2)CC(C)O1 (stereo not given) | 2%[76.3 µM]
CCN(CC(=O)NCc1ccc(F)cc1)C(=O)c1oc2ccccc2c1C | -7%[76.3 µM]
Cc1cc(C)c(NC(=O)C(C)N2CCCCCC2)c(C)c1 (stereo not given) | 1%[76.3 µM]
COc1ccc(CCNC(=O)c2cc(Cl)nc3ccccc23)cc1 | -7%[76.3 µM]
CCCOc1ccc(-c2nc(SCc3ccccc3)[nH]c(=O)c2C#N)cc1OC | -3%
O=C(COc1ccc(Br)cc1)NCCNC(=O)c1ccccn1 | -2%[76.3 µM]
COc1ccc([C@@H]2[C@@H]3C(=O)N(C(C)(C)C)C(=O)[C@@H]3[C@]3(C)C(=O)N(c4ccccc4)C(=O)N23)cc1 | 17%[76.3 µM]
CN(C)c1nc(NN)nc(Nc2ccc(F)cc2)n1 | ?
Cc1ccc(CNC(=O)CCS(=O)(=O)c2ccc3nc(C)sc3c2)cc1 | 18%[76.3 µM]
